KCNH2 3.1 inh = qHTS for Inhibitors of KCHN2 3.1: Mutant qHTS; activity change, % (tested at about 1.8 µM); U2OS KCNH2 3.1, thallium flux FluxOr; hits give low values; AID 720553, 2013; 340,000 compounds, 0.95% hits;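 active = maximum activity change below -70%; inconclusive = maximum activity change from -70% to -50%; inactive = maximum activity change above -50%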;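 also: thallium influx rate constant from kinetic fluorescence after stimulation buffer; % is scaled to controls: 0 for no effect and ±100 for the full control effect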
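FluxOr-based Tl+ influx in U2OS cells transduced with KCNH2 3.1 virus; rate constants normalized to DMSO controls.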
USP2a inh = qHTS Assay for Inhibitors of Ubiquitin-specific Protease USP2a Using CHOP2 as the Reporter | Ubiquitin carboxyl-terminal hydrolase 2 (Homo sapiens), O75604 | USP2 core, Ub-CHOP2 coupled fluorogenic reporter, 485/531 | Potency, µM (highest dose often 38.3 µM), inactives show top-dose activity change, negative = inhibition, hits mostly inhibitors | 330,000 compounds, 0.01% hits | AID 463254, 2010;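 also: potency is read from the fitted curve at half-maximal effect; plate controls were DMSO wells for no effect and full inhibition by NEM control for full effect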
Target sequence (O75604 whole entry, looked up): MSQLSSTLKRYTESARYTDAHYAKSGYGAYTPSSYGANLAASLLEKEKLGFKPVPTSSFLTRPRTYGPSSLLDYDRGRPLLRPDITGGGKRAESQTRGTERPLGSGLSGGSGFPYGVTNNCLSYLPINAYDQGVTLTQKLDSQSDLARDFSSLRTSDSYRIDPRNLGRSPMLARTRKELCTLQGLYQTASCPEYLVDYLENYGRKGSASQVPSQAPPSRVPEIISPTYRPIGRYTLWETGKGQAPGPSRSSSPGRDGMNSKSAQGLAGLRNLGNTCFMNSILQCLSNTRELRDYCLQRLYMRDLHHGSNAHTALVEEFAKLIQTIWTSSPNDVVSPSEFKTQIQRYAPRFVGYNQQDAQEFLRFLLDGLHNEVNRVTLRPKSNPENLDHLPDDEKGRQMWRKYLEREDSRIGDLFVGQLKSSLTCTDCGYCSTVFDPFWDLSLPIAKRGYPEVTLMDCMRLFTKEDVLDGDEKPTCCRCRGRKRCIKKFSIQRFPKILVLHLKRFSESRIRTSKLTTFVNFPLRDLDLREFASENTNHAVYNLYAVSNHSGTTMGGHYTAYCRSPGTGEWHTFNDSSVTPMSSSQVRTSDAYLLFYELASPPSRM
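Cell-free coupled assay: 10nM USP2 core preincubated 30min RT with compound in Tris-HCl pH 8.0/CaCl2/CHAPS buffer, then 25nM Ub-CHOP2 and 25nM reporter substrate; fluorescence (Ex 485/Em 531) read after 60min RT, normalized to NEM inhibition, concentration-response curves fitted.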
TSHR antagonist = Antagonists of the Thyroid Stimulating Hormone Receptor: HTS campaign | Thyrotropin receptor (Homo sapiens), P16473 | TSHR-expressing cells, TSH-stimulated cAMP HTRF, 2 h; hits give low values | activity change, negative = inhibition, % at 11.5 µM | 330,000 compounds, 0.2% hits;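 active = activity change below a set negative limit, meaning inhibition stronger than a set level, cut at about -70% in these data; inconclusive = activity change between two set negative limits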; also: % is scaled to controls: 0 for no effect and ±100 for the full control effect
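Antagonism was scored as loss of TSH-driven cAMP in TSHR cells, stimulated with 4nM TSH (EC80) for 2 hours at 37 deg C and detected by homogeneous HTRF competition immunoassay.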
AT treatment = qHTS Assay for Identifying a Potential Treatment of Ataxia-Telangiectasia. […] A-T fibroblasts, KAP-1 phosphorylation AlphaLISA; neocarzinostatin DNA damage 30 min before lysis. Potency, µM (top dose mostly 57.5 µM), without a hit: at the highest dose activation, usual class: activators. 320,000 compounds, 0.19% hits. AID 485349, 2010; also: potency is read from the fitted curve at half-maximal effect; % of control where 0% means no effect; nearly all actives have a fitted effect of over 45% in size
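hTERT-immortalized A-T patient fibroblasts ([…]), 500 cells/well in OPTI-MEM, 1% FBS, got compounds for 60 min, then NCS for 30 min at 37C. Lysates were then assayed for phospho-KAP-1 by AlphaLISA (anti-pKAP1 donor, anti-KAP1 acceptor beads), 6 hr at 25C.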
TRPV1 ag = HTS Assay for Compounds that Act as Agonists of the Vanilloid Receptor 1; Transient receptor potential cation channel subfamily V member 1 (Homo sapiens), Q8NER1; activation, % at 8.33 µM; TRPV1-expressing cells, Fluo-8 calcium influx, agonist mode; 320,000 compounds, 0.19% hits; in the data active = activation above about 80%; inconclusive = between about 30% and that limit; also: 0% is about no effect
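TRPV1-expressing cells were cultured overnight at 35.5C and loaded with Fluo-8 calcium dye for 40 to 90 min at room temperature. After a 10 s baseline, compound was added and calcium influx was read kinetically for 3 min (ex 480/em 520 nm).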
TCR act = Activators of T cell receptors: qHTS campaign; AID 504894, 2011; Potency, µM (doses to about 9.22 µM), for inactives: at the highest dose activation of IL-2 secretion, hits mostly activators; primary human leukocytes, anti-CD3, IL-2 HTRF, 48 h; 330,000 tested, under 10 active; also: % of control where 0% means no effect
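IL-2 release read by HTRF sandwich (Eu cryptate donor, d2 acceptor, 665 nm emission) after 48 hr exposure of primary human leukocytes to compound together with anti-CD3 beads in the absence of co-stimulatory signals.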
hERG WT inh = qHTS for Inhibitors of KCHN2 3.1: Wildtype qHTS. 340,000 compounds, 0.37% hits. U2OS, BacMam KCNH2, thallium flux FluxOr; hits give low values. activity change, % at 1.84 µM. AID 720551, 2013. Voltage-gated inwardly rectifying potassium channel KCNH2 (Homo sapiens), Q12809;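 active = maximum activity change below -70%; inconclusive = maximum activity change between -70% and -50%; inactive = maximum activity change above -50%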; also: % is scaled to controls: 0 for no effect and ±100 for the full control effect
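U2OS cells were transduced with wild-type KCNH2 virus (2.03 x 10^8 / mL) for 4 h at room temperature, then cultured overnight at 37 C. Thallium flux was read with FluxOr dye. Rate constants were normalized to DMSO controls.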
Eya2 inh = qHTS Assay for Inhibitors of the Phosphatase Activity of Eya2 | Potency, µM (top dose mostly 76.9 µM), for the others: at the top dose activity, negative = inhibition, actives largely listed as inhibitors | AID 488837, 2010 | 330,000 compounds, 0.006% hits | recombinant Eya2, OMFP fluorescence dephosphorylation (OMFP is methylfluorescein phosphate) | Protein phosphatase EYA2 (Homo sapiens), O00167; also: potency is read from the fitted curve at half-maximal effect; % is scaled to controls: 0 for no effect and ±100 for the full control effect
Target sequence (O00167 whole entry, looked up): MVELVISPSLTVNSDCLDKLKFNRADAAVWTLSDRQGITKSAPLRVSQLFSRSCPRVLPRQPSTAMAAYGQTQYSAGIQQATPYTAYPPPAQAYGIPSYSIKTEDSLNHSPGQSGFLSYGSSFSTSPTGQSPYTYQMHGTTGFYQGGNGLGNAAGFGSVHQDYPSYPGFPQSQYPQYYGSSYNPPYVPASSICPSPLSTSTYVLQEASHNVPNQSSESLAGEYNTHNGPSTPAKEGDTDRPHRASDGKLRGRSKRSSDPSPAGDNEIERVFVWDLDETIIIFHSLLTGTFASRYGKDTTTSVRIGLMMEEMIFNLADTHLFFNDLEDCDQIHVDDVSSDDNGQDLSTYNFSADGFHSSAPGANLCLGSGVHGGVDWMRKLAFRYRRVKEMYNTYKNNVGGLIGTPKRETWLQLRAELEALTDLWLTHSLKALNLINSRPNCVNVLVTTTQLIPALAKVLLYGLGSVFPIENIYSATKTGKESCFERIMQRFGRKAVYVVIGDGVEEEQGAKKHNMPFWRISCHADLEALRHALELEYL
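Eya2 (0.2 uM) preincubated 10 min at ambient with compound, then OMFP substrate added at 50 uM; 10 min reaction in 50 mM HEPES pH 7.5, 50 mM NaCl, 5 uM MgCl2, 0.05% BSA, 1 mM DTT. Fluorescence read at Ex 485/Em 525 nm.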
ELG1 DNA repair = qHTS screen for small molecules that inhibit ELG1-dependent DNA repair in human embryonic kidney (HEK293T) cells expressing luciferase-tagged ELG1. HEK293T ELG1-luciferase reporter, luminescence, 16 h; DNA damage induced by 5-fluorouridine. Potency, µM (top dose mostly 46.1 µM), for the others: at the top dose activity change, negative = inhibition, usual class: inhibitors. AID 504467, 2011. 330,000 compounds, 2.3% hits; also: potency is read from the fitted curve at half-maximal effect; % is scaled to controls: 0 for no effect and ±100 for the full control effect; nearly all actives have a fitted effect of over 55% in size
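Quantitative HTS, concentration-response format. 2,000 cells/well co-treated with 5-fluorouridine and compound, 16 hr in 5% CO2 at 37 °C; ONE-Glo luminescence read after 30 min.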
Mito fusion act = qHTS Assay for Small Molecule Inhibitors of Mitochondrial Division or Activators of Mitochondrial Fusion; S. cerevisiae fusion-defective mutant growth rescue, CellTiterGlo 48 h; Potency, µM (series often up to 46.1 µM), without a hit: at the top dose growth rescue (activation), actives largely listed as activators; AID 485298, 2010; 320,000 compounds, 0.23% hits;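 also: potency is read from the fitted curve at half-maximal effect; % of control where 0% means no effect; nearly all actives have a fitted effect of over 45% in size; temperature-sensitive fusion mutants such as fzo1-1 at 37 °C on non-fermentable ethanol glycerol medium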
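Compounds are tested for their ability to restore growth of mitochondrial fusion-defective yeast strains at non-permissive 37C in YPEG medium over 48 hours. Viability is quantified by luciferase luminescence.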
An asterisk follows results filed as active; u = inconclusive; x = not tested or not shown; [ ] = dose if it differs, or a comment. Unless noted, calls follow the shape of the dose curve; as a rule, active = well fitted curve in the direction sought with a large enough effect; inconclusive = small, poorly fitted or top-dose-only effect, or another doubt; inactive = no such curve, though single readings can be large; an effect the other way counts as inactive or inconclusive. These rows are one share of the data; rates above refer to the full screens.

SMILES	KCNH2 3.1 inh	USP2a inh	TSHR antagonist	AT treatment	TRPV1 ag	TCR act	hERG WT inh	Eya2 inh	ELG1 DNA repair	Mito fusion act
O=C1NC2(CCCCCC2)C(=O)N1Cc1ccccc1	15	1%	7	0%	-3	-14%	31	4%	-5%	6%
Clc1nc(-c2n[nH]nc2Cl)n[nH]1	3	2%	-3	11%	-4	-1%	4	0%	18%	-2%
COc1cc(SC)ccc1C(=O)NCc1ccccc1	-23	0%	27	10%	4	0%[46.1 µM]	-2	-1%	15%	11%
COc1ccc2oc(C(=O)OCC(=O)N(C)c3c(N)n(Cc4ccccc4)c(=O)[nH]c3=O)c(C)c2c1	5	0%	-2	0%	1	15%	20	-1%	4%	-9%
CCN1CCN(CCNC(=O)Cn2c(=O)c3cccn3c3ccc(F)cc32)CC1	13	3%	-2	-4%	-1	-5%	0	-4%	12%	-2%
O=C(Nc1nc2ccccc2c(=O)s1)c1ccc(F)cc1Cl	-5	2%	33	-2%	23	11%	0	-5%	u	9%
O=C(O)c1ccccc1C(=O)NNc1ccc(F)cc1F	3	0%	1	1%	-4	2%	-12	-27%	u	-23%
Cc1cccc(NC2=NC(C)(C)N=C(N)N2)c1C	12	-2%	-7	8%	0	10%	-2	21%	-2%	-1%
Cc1ccccc1C1=Nn2c(nnc2-c2ccco2)SC1	7	0%	-1	-27%	7	2%	2	-14%	u	6%
CCOC(=O)C1=C(c2ccccc2)NC(=S)NC1c1cc([N+](=O)[O-])ccc1OC (stereo not drawn)	8	-1%	-3	-5%	4	3%	3	1%	14%	-2%

No new results follow: an excerpt of the list.
SMILES	KCNH2 3.1 inh	USP2a inh	TSHR antagonist	AT treatment	TRPV1 ag	TCR act	hERG WT inh	Eya2 inh	ELG1 DNA repair	Mito fusion act
O=C1NC2(CCCCCC2)C(=O)N1Cc1ccccc1	15	1%	7	0%	-3	-14%	31	4%	-5%	6%
Clc1nc(-c2n[nH]nc2Cl)n[nH]1	3	2%	-3	11%	-4	-1%	4	0%	18%	-2%

Following part:
SMILES	KCNH2 3.1 inh	USP2a inh	TSHR antagonist	AT treatment	TRPV1 ag	TCR act	hERG WT inh	Eya2 inh	ELG1 DNA repair	Mito fusion act
O=C(NCCO)c1cc2cc(Cl)cc(Cl)c2oc1=O	-2	-1%	-7	1%	5	-2%	1	3%	6%	5%
Cc1ccc(NC(=O)C2CCCN(S(=O)(=O)c3ccc4[nH]c(=O)ccc4c3)C2)c(C)c1 (stereo not drawn)	-5	3%	9	4%	7	4%	-5	1%	-2%	0%
O=C(COc1cccnc1[N+](=O)[O-])c1c[nH]c2ccccc12	0	2%	1	-1%	1	6%	11	-16%	u	1%
COc1cccc2cc(C(=O)N3CCN(C(=O)c4ccco4)CC3)c(=O)oc12	0	3%	-7	12%	2	2%	1	5%	8%	1%
CCn1nc(C)c(/C=C/C(=O)Nc2ccc(C)cc2C)c1C	-4	1%	3	2%	1	-1%[46.1 µM]	0	2%	-3%	15%
COc1cc(NC(=O)Cn2nc(Cc3cccnc3)c3ccccc3c2=O)cc(OC)c1OC	1	-3%	4	11%	6	0%	0	15%	u	-4%
CN(C)c1ccc(C(CNS(=O)(=O)c2ccc(F)c(F)c2)c2c[nH]c3ccccc23)cc1 (stereo not drawn)	-7	-6%	-8	-1%	0	-5%[46.1 µM]	6	-10%	-5%	-15%
COc1ccc(CC(=O)Nc2nnc(C(C)(C)C)s2)cc1OC	1	-3%	-10	3%	18	-9%	-5	-3%	u	-7%
CCCOc1ccc(C(=O)Nc2ccc3c(c2)OCO3)cc1	1	2%	-30	-9%	u	3%	-6	4%	u	-1%
Cc1cc(-c2ccccc2)n2nc(C)c(C#N)c2n1	-5	2%	-14	-9%	-5	4%	5	-5%	0%	13%
COc1cccc(NC(=O)CN(C)C(=O)/C=C/c2cn(Cc3ccccc3)nc2-c2cccnc2)c1	-2	3%	-5	-4%	4	9%	0	13%	15µM*	-2%
Cc1[nH]c2ccccc2c1C(=O)C(=O)NCCCc1ccccc1	-18	1%	11	5%	-2	-2%	-27	0%	0%	0%
O=C1Cc2cc(NS(=O)(=O)c3ccc([N+](=O)[O-])cc3)cc3c2N1CCC3	3	2%	12	x	-5	4%	-5	3%	0%	7%
CC(C)NC(=O)NC(=O)COC(=O)/C=C/c1ccc2c(c1)OCO2	22	2%	6	-5%	11	0%	3	1%	-3%	-8%
COCc1c(C(=O)Nc2cccc(S(=O)(=O)N3CCCCC3)c2)oc2ccccc12	-17	-9%	u	4%	x	1%[46.1 µM]	7	-16%	u	x
COc1ccc(CN(CCc2ccccc2)Cc2ccccc2)cc1OC	-82*	-2%	-7	16%	5	-6%	-23	-6%	-8%	-2%
COc1ccc(N2CCN(C(=O)c3csc4ccccc34)CC2)cc1	-22	-1%	-5	-6%	7	0%	7	10%	-10%	0%
CCOc1ccc(S(=O)(=O)N(CC)CC(=O)NC2CCS(=O)(=O)C2)cc1 (stereo not drawn)	-31	6%	-3	0%	-2	-5%	-6	-17%	6%	1%
CCOc1ccccc1/C=N/NC(=O)c1nnn(-c2nonc2N)c1CN1CCC(C)CC1	-6	7%	-3	-4%	-2	-3%	2	-4%	1%	-5%
CCCN1CCN(CCCNC(=O)Cn2nc(C)n3c(cc4cc(F)ccc43)c2=O)CC1	-11	0%	-2	5%	1	9%	0	4%	-3%	-14%
CCOc1ccc(OCC)c(NC(=O)CN2CCN(C(=O)c3ccco3)CC2)c1	-21	0%	-2	5%	2	-3%	17	-14%	-9%	4%
CC(C)CN(C(=O)COC(=O)c1ccc2ccccc2c1)c1c(N)n(Cc2ccccc2)c(=O)[nH]c1=O	28	3%	2	0%	0	4%	-1	-18%	-19%	2%
CN(C)S(=O)(=O)c1cccc(NC(=O)c2cc(-c3cccs3)nn2-c2ccccc2)c1	-4	3%	-27	x	-2	-2%[46.1 µM]	-2	-5%	u	3%
COc1ccc2o/c(=N\O)c(C(=O)Nc3ccc(C)cc3)cc2c1	-4	2%	-8	-3%[11.5 µM]	5	-7%	0	-4%	2%	10%
CCOC(=O)c1c(S(=O)(=O)NCC2CCN(Cc3cccc(F)c3)CC2)c(C)n(C)c1C	11	-1%	-7	2%	2	-7%	9	u	2%	19%
COc1ccc(Nc2ncc3c(n2)CC(c2ccc(OC)cc2)CC3=O)cc1 (stereo not drawn)	-22	2%	-19	7%	1	-3%	9	3%	13µM*	3%
O=C(CN1C2=NCCN2c2ccccc21)c1ccc(Br)cc1	-3	2%	-3	11%	2	1%	-2	23%[15.4 µM]	-6%	-1%
O=C(NCCc1ccccc1)c1ccccc1NS(=O)(=O)N1CCCC1	-18	3%	-11	4%	2	3%	-6	-8%	u	3%
Cc1ccc(OCC(=O)NCC(=O)Nc2ccc(F)cc2)c([N+](=O)[O-])n1	-9	-1%	11	-3%	1	-4%[46.1 µM]	-2	6%	3%	-5%
CCC(C)(C(=O)NC1CCCC1)N(Cc1ccco1)C(=O)Cc1cccs1 (stereo not drawn)	4	0%	1	-7%	2	7%	5	11%	-4%	5%
Cc1[nH]c2c([N+](=O)[O-])cccc2c1C	-16	1%	8	-10%	-3	-2%	-4	-4%	22%	-4%
O=C(COc1ccc(Cl)cc1)N/N=C/CCc1ccccc1	-13	-1%	-10	5%	9	7%	2	-18%	1%	1%
O=C(c1cnn2ccccc12)N1CCCc2ccccc21	-7	0%	16	-1%	3	-4%	3	8%	-15%	3%
O=C(NCCc1ccccc1)c1cnc2ccccc2n1	-2	0%	6	-1%	u	-4%	1	4%	u	26%
Cc1cccc(OCc2occc2C(=O)Nc2cccc(-n3cnnn3)c2)c1	-12	4%	-5	11%	u	-4%	4	3%	u	3%
Cn1c(CCCOc2ccc(Cl)cc2Cl)n[nH]c1=S	4	-2%	10	0%[11.5 µM]	5	x	2	1%	u	-2%
COc1ccccc1-n1c(=S)[nH]c2c(sc(=S)n2-c2ccccc2C)c1=O	17	1%	-5	0%	0	-15%	-1	7%	-5%	0%[9.22 µM]
COc1cc(C2NC(=O)c3ccccc3O2)ccc1OC(C)C (stereo not drawn)	12	1%	-7	2%	-2	x	8	-5%	2%	1%
NC1=NC(=O)S/C1=C\c1ccc(F)cc1	4	1%	-2	1%	1	x	4	u	9%	5%
COc1ccc(-n2nnnc2CNC(=O)C(=O)c2c[nH]c3ccccc23)cc1	2	-1%	2	8%	-1	1%	-7	0%	10%	-1%
